m5-HT2A agonist: mouse HTR2A agonism via beta-arrestin recruitment; P35363; CHO-K1 mHTR2A beta-arrestin complementation, luminescence; percent of 30 µM serotonin response; activation, % at 7.6 µM; hit rate 0.66% among 360,000; AID 624169;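 active means activation above a run cutoff, the mean activation of all tested compounds plus 3 SD, cut at about 14% in these data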;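 further: 0% = plate median of compound wells and 100% = 30 µM serotonin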
Target sequence (P35363 whole entry, looked up): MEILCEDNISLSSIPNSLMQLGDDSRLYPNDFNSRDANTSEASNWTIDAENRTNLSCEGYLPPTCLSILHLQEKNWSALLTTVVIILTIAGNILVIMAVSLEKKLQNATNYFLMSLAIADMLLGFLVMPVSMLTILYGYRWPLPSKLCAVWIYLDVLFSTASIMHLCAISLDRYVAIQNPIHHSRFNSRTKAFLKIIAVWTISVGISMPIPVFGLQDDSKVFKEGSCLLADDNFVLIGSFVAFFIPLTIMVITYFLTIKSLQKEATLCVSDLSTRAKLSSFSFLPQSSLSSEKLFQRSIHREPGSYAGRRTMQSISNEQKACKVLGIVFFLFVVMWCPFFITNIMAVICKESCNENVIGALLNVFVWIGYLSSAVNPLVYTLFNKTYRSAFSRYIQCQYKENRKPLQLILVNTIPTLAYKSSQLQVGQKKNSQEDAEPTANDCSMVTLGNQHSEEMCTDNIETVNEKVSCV
CaV13 FRET inh: Disruptors of the CACNA1D IQ motif to Ca2+-dependent inactivation inhibitor domain association, primary screening, Förster resonance energy transfer in intact living …; HEK cells, CFP/YFP FRET ICDI-IQ, plate reader, 10 min; percent FRET-ratio fall versus neutral wells; inhibition, % at 12.3 µM; hit rate 0.098% among 340,000; AID 743397;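 active means mean replicate inhibition of at least 30% and at least 1% of replicates passing that level; inconclusive means only one of the two criteria is met; inactive means neither criterion is met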;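 further: 0% = median of the neutral control wells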
Glyco luc inh: blocks N-linked glycosylation in D54 reporter cells | D54 ERlucT glycosylation luciferase reporter, 24 h; percent of 100 nM tunicamycin response | reporter increase, % at 12.5 µM | hit rate 0.23% among 360,000 | AID 588692;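 active means mean luciferase reporter signal, scaled so untreated is 0 and the glycosylation-blocking control 100, at or above a set limit in every replicate; inconclusive means mean reaches the limit but not every replicate does; inactive means mean below the limit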;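 further: luciferase carries N-glycosylation sites so blocking glycosylation raises the light; 0% = median of neutral control wells and 100% = median of 100 nM tunicamycin wells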
PDI inh: PDI (human) enzyme inhibition. P07237. PDI insulin aggregation turbidity, A650, 90 min. inhibition, % at 10 µM. hit rate 0.052% among 350,000. AID 588391;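 active means mean inhibition across replicates of 30% or more, whatever share of single replicates reach that level; inconclusive means mean inhibition below 30% while every single replicate reaches 30%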;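 further: absorbance from insulin aggregation driven by PDI reduction with DTT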
Granule exo inh: blocks lytic granule exocytosis; TALL-104 LAMP-1 surface exposure, flow cytometry; cells stimulated with thapsigargin and PMA; inhibition, % at 10 µM; hit rate 0.66% among 360,000; AID 651702;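 active means inhibition above about 55%, limit read from the data; inconclusive means no clear call, values can overlap the other calls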
H9c2 protect: protects H9c2 cardiomyocytes from peroxide injury; H2O2 injury protection, ATPLite, 2 h; protection from H2O2 cell death, % at 20 µM; hit rate 0.63% among 360,000;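 active means compounds giving at least 50% protection of heart cells from peroxide-induced death in the single-dose screen, raw or plate-pattern-corrected value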;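 further: 0% = DMSO wells with peroxide and 100% = DMSO wells without peroxide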
MC4R antag cAMP: blocks human MC4R cAMP signaling; P32245; MC4R-expressing cells, MTII-stimulated cAMP, LANCE TR-FRET; AID 540295; inhibition, % at 6.5 µM; hit rate 0.48% among 360,000;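 active means inhibition above its plate's cutoff, the mean of tested wells on that plate plus 3 SD, cut at about 29% in these data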;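 further: 0% = Melanotan II alone and 100% = Melanotan II plus saturating MCL0020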
Target sequence (P32245 whole entry, looked up): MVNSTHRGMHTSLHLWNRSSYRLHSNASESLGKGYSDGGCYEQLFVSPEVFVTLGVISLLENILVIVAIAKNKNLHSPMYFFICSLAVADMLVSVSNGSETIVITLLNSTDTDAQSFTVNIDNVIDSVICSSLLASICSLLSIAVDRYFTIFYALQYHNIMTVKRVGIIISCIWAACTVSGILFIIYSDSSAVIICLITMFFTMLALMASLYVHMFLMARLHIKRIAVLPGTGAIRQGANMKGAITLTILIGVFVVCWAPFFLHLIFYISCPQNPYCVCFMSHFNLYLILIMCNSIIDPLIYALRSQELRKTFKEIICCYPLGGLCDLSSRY
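System: U2OS cells stably expressing human melanocortin 4 receptor (MC4R). Reagent: Melanotan II challenge after compound preincubation. Doses: 6.5 µM. Times: 30-min compound, 1-h challenge, 1-h detection, room temperature. Measured by: TR-FRET with Eu-cAMP and labeled anti-cAMP, 671 nm. Replicates: singlicate.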
ABCB6 inh 2: human ABCB6 transporter inhibition; Q9NP58; K562-ABCB6 porphyrin accumulation, flow cytometry, 1 h; hits give low values; fluorescence ratio to DMSO, % at 10 µM; hit rate 0.19% among 360,000;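 active means fluorescence ratio to DMSO below 75%, the collection mean minus 3 SD; inconclusive means too few cells collected in the well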;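 further: signal is porphyrin accumulated inside mitochondria; 100% equals median channel fluorescence of DMSO control wells; lower ratio means ABCB6 inhibition with less porphyrin fluorescence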
ABHD5-PLIN5 inh: ABHD5-PLIN5 protein interaction inhibition | inhibition, % at 4 µM | AID 602281 | hit rate 0.78% among 360,000 | Split G. princeps luciferase complementation, luminescence, 4 h;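 active means inhibition above the mean inhibition across every tested compound plus 3 SD, cut at about 22% in these data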;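 further: 0% = DMSO only wells and the 100% control is not disclosed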
MC4R ag barr: human MC4R agonism via beta-arrestin; P32245; U2OS MC4R beta-arrestin complementation, luminescence; percent of melanotan II response, DMSO zero; activation, % at 8.9 µM; hit rate 0.98% among 360,000; AID 540308;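 active means activation above a per-plate cutoff, the mean activation of sample wells on that plate plus 3 SD, cut at about 8% in these data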
Starred values were filed as active, the others as inactive; ? = inconclusive; . = not tested or not shown.

SMILES	Granule exo inh	ABCB6 inh 2	CaV13 FRET inh	H9c2 protect	Glyco luc inh	m5-HT2A agonist	MC4R ag barr	ABHD5-PLIN5 inh	MC4R antag cAMP	PDI inh
O=S(=O)(CCN1CCSCC1)c1ccccc1	3.3	99.0	6.3	7.0	2.2	1.4	-3.1	2.2	12.3	-3.9
CCCCn1c(N)c(N(CCOC)C(=O)COC(=O)c2cc(CC)c(C)s2)c(=O)[nH]c1=O	-9.5	105.0	-4.7	-3.2	-0.4	-1.7	-1.7	-6.8	6.3	1.2
CCCN(CC(=O)Nc1ccc(F)c(F)c1F)Cc1cc(=O)n2ccsc2n1	0.4	95.0	3.4	10.3	-1.2	0.3	1.1	3.4	13.1	0.4
Cc1cc2nc(N3CCN(C(=O)c4ccco4)CC3)sc2cc1C	-7.0	97.0	-5.9	-7.6	-2.8	6.7	-1.7	4.8	16.0	-1.3
CC(C)C[C@@H](CN1CCC[C@H]1CN1C(=O)C(=O)NC[C@@H]1Cc1ccc(O)cc1)N1C[C@H](Cc2ccccc2)N(CC2CCCCCC2)C(=O)C1=O	-1.2	92.0	-6.2	.	.	2.2	.	10.1	.	.
CCN1/C(=C/C(=S)Nc2ccccc2)Sc2ccccc21	48.6	90.0	-5.5	-25.9	0.1	-2.8	-2.3	-20.1	-9.2	1.0
CCCOc1cccc(C(=O)Nc2cccc(NC(=O)c3ccco3)c2)c1	-3.1	118.0	0.5	8.0	-0.7	-0.4	0.8	-1.5	-6.8	-1.1
Nc1nc(-c2ccccc2)c(C(=O)Nc2ccccc2)s1	-2.0	102.0	-5.7	2.4	1.7	-6.6	0.0	0.7	0.1	2.7
COc1ccc(CCNC(=O)C2CCCN(S(=O)(=O)c3cc(C)ccc3OC)C2)cc1OC (stereo unspecified)	-1.4	101.0	-3.2	1.4	-2.8	0.3	-2.3	-0.1	2.9	-5.4
CCOc1ccc(NC(=O)CN2CCN(Cc3c(F)cccc3F)CC2)cc1	13.8	100.0	-17.4	2.5	0.2	-4.0	0.6	3.4	-0.4	6.7
OC(c1ccccc1)c1ccncc1 (stereo unspecified)	-1.1	98.0	-11.2	-2.8	-0.3	-0.3	-1.2	-3.3	6.9	-1.7
Cc1ccc(N2C(=O)N(Cc3ccccc3C)c3ccccc3S2(=O)=O)cc1	0.6	93.0	-4.5	-4.9	-3.0	0.3	-0.8	-12.4	2.2	5.3
c1ccc2c(c1)ccc1nnc(SCc3ccc4c(c3)OCCO4)n12	4.1	98.0	-5.2	1.6	-2.0	2.4	-1.6	1.1	5.1	8.7
CCO[C@H]1OC(C(=O)N2CCCCCCC2)=C[C@@H](c2ccc(C(F)(F)F)cc2)[C@@H]1CCCO	-8.5	99.0	-11.2	-4.2	-1.6	2.4	4.9	-3.3	-4.7	12.0
CN(c1ccccc1)S(=O)(=O)c1ccc(NC(=O)c2cccs2)cc1	1.6	98.0	-4.3	5.5	-0.7	-1.2	-3.2	1.6	2.9	-8.3
COc1cc(NC(=O)CCc2nc(-c3cccs3)no2)cc(OC)c1OC	-1.3	91.0	-5.1	-2.7	0.7	2.4	0.4	-2.8	13.2	6.5
CCN=C(NC#N)SCc1c(F)cccc1Cl	5.0	101.0	-15.0	0.9	1.7	1.3	-0.1	-3.3	18.1	-3.0
COc1ccccc1NC(=O)C1=C(C)NC(=O)NC1c1cc(C)cs1 (stereo unspecified)	2.9	104.0	-3.7	1.2	1.6	1.9	-2.4	0.0	-0.9	-0.6
CCOc1cc(/C=C/c2cccc[n+]2C)ccc1OCC(=O)Nc1ccc(C)cc1	-9.8	94.0	-5.0	-6.4	3.5	-1.0	-0.1	-0.3	-4.8	-10.0
Cn1ncc(C#N)c1NC(=O)c1cc(-c2ccccc2Cl)on1	5.1	115.0	-4.9	1.6	4.4	-2.1	0.4	1.8	13.0	1.9
CCc1nnc(NC(=O)CCC2CCCCC2)s1	-6.6	98.0	-3.9	-0.5	-3.2	-2.2	-0.6	-2.2	13.9	-31.5
O=C(Nc1nc(-c2cc(F)ccc2F)cs1)C1=NN(c2ccccc2)C(=O)CC1	-2.1	99.0	-4.8	51.2*	3.4	1.4	-0.2	2.1	5.3	-0.2
CN1CCc2c(sc3c2c(=O)n(-c2ccccc2)c2nnc(SCc4ccc(Cl)cc4)n32)C1	4.0	104.0	-5.5	3.0	-1.1	-3.5	-0.7	-6.9	10.2	-9.8
CCn1c(COc2ccc(Cl)cc2)nnc1SCC(=O)Nc1ccc2c(c1)OCO2	?	92.0	-6.0	-10.7	0.1	2.8	0.4	3.6	-6.1	0.7
COc1ccc(S(=O)(=O)Nc2ccccc2C(=O)N2CCOCC2)cc1Br	0.0	101.0	-6.2	-6.7	0.6	2.1	0.3	6.5	4.6	3.6
O=C1CSC(c2cn(-c3ccccc3)nc2-c2ccc3c(c2)OCCO3)N1CCN1CCOCC1 (stereo unspecified)	-2.0	88.0	-4.5	25.6	1.2	-10.6	-1.6	0.7	11.0	8.1
Nc1ccc(C#Cc2ccc3c(=O)c4ccccc4oc3c2)cc1	8.8	115.0	105.7*	-6.6	-6.3	-5.6	1.9	16.9	18.2	-6.6
CC(C)(C)C(=O)N1CCN(c2ccc3c(c2)C2CC3CCN2C(=O)OCc2ccccc2)CC1 (stereo unspecified)	-1.1	96.0	-6.4	1.5	-0.1	-5.7	.	-6.5	.	.
CN(CC(=O)Nc1cccc(F)c1)CC(=O)Nc1ccccc1[N+](=O)[O-]	-1.0	95.0	-2.9	-10.3	-1.8	8.2	1.8	0.8	5.0	0.8
O=C(CCN1C(=O)[C@@H]2Cc3ccccc3CN2C1=O)NCc1ccccc1Cl	-0.1	96.0	-3.2	-3.2	-2.3	0.1	-1.6	-4.3	3.4	5.0
Cc1ccc(NC(=S)NC(=O)c2ccc(F)cc2)cc1S(=O)(=O)Nc1ccccc1Cl	-1.3	85.0	-7.4	-6.9	-1.0	2.4	1.3	8.9	4.0	-4.5
C=CCn1c(C)cc(C(=O)CSc2nc3ccccc3[nH]2)c1C	-2.6	106.0	-6.8	-15.2	-22.2	-0.1	-0.6	-2.0	-8.4	1.7
COc1cc2cc(CN(CCO)S(=O)(=O)c3ccccc3)c(=O)[nH]c2cc1OC	1.2	99.0	-4.8	1.7	1.2	-0.5	-0.6	0.3	7.8	-7.3
CCN1C(=O)C(Cc2nc3ccccc3c(=O)n2-c2ccccc2)c2ccccc21 (stereo unspecified)	-1.5	96.0	-5.6	7.1	3.9	-3.3	-2.1	-8.3	-0.5	-2.6
COc1ccc([N+](=O)[O-])cc1NS(=O)(=O)c1cc(C(=O)O)ccc1OC	-1.5	101.0	-6.3	4.1	2.0	-0.3	0.7	4.7	-2.3	-3.4
CCc1ccc(CCC(=O)Nc2ccc(Br)cc2)o1	8.8	104.0	-1.9	-2.7	0.9	-1.8	2.6	-1.7	1.3	-3.8
COCc1cc(C)nc(OCC(=O)N/N=C/c2ccc(OC)c(O)c2)c1C#N	-2.6	97.0	6.6	-0.6	-0.7	1.8	0.0	-2.9	-0.9	0.6
Cn1c(N)c(C(=O)COC(=O)/C=C/c2ccccc2F)c(=O)n(C)c1=O	15.3	96.0	-4.8	-2.3	-1.6	3.8	0.4	6.6	1.5	-2.8
CCc1cc2c(SCc3ccc(C(=O)OC)o3)ncnc2s1	29.4	171.0	-6.8	-3.6	-2.8	14.6*	2.4	5.2	-4.0	-1.3
CCOc1ccc(OCC)c(S(=O)(=O)NCc2ccccn2)c1	-1.8	98.0	-8.7	3.3	2.3	-4.7	-1.2	0.0	0.0	0.3
CC(NC(=O)C(=O)NN=C1CCCCCC1)c1ccccc1 (stereo unspecified)	-1.8	94.0	.	0.9	-2.0	-4.1	-2.2	3.5	9.0	0.8
Cc1ccc(NNC(=O)Nc2ccc(Cl)cc2)nn1	12.1	101.0	-4.4	1.9	0.0	2.6	0.3	-2.6	-1.8	-0.9
N#Cc1c(/N=C/c2cccnc2)sc2c1CCCC2	-2.0	102.0	-5.0	-6.3	1.7	8.8	-1.2	-2.9	-1.0	-0.6
CC1(C)CC2CC(C)(CN2C(=O)COC(=O)c2cccnc2Cl)C1 (stereo unspecified)	38.6	95.0	-4.3	6.3	-3.1	-0.4	2.1	0.4	9.0	8.2
Cc1c(C(=O)N2CCc3ccccc32)cnn1C	2.3	101.0	-3.9	1.9	2.2	-3.2	2.3	-4.2	10.2	6.1
CC12CN(C(=O)c3cccc([N+](=O)[O-])c3)C3(C#N)CC1CCC23C (stereo unspecified)	0.8	104.0	-1.5	-2.0	3.5	0.3	-1.0	0.8	2.2	9.3
CC(=O)Nc1ccc(NC(=O)C(C)OC(=O)C(C)SCC(=O)Nc2ccc(F)cc2)cc1 (stereo unspecified)	1.8	94.0	-5.6	1.9	1.1	7.0	-1.2	4.6	5.9	-0.8
Cc1ccc(C2CC(c3cccc(C)c3)n3ncnc3N2)cc1 (stereo unspecified)	1.6	92.0	-10.8	-8.0	-2.4	-1.4	-1.3	1.4	3.6	.
OC(CNC1CCCC1)COc1ccc(Cl)cc1 (stereo unspecified)	-1.5	96.0	-1.6	1.6	1.2	-2.5	0.6	-3.1	7.1	-1.7
CCOc1ncccc1C(=O)OCC(=O)N1CCC(C)CC1	0.4	95.0	-5.5	-13.0	0.8	6.2	-0.9	2.8	-5.3	25.3
CC(=O)Nc1cccc(NC(=O)CSc2ccc(-c3ccccn3)nn2)c1	1.5	96.0	1.8	67.4*	-6.0	2.4	-0.8	-6.2	0.6	4.0
CCCC(C)C(=O)Nc1ccc2c(c1)OCCO2 (stereo unspecified)	-1.4	100.0	-5.8	1.5	-2.6	-0.1	1.5	2.6	3.7	0.2
CC1Cc2cc(/C(O)=C3\C(=O)C(=O)N(Cc4cccnc4)C3c3ccccc3F)ccc2O1 (stereo unspecified)	0.3	105.0	.	8.4	-0.2	7.4	-4.5	-3.8	15.4	-2.2
CS(=O)(=O)N1CCC(Oc2cccc(C(=O)NCCCC3CCCC3)c2)CC1	0.1	95.0	.	-4.1	.	-1.9	-1.0	5.5	-3.2	0.0
Cc1cccc(N(C)S(=O)(=O)c2c(C)noc2C)c1	0.3	98.0	-7.2	0.6	-1.6	7.1	-2.9	-8.5	6.7	3.9

From PubChem
